sEH act: activators of human soluble epoxide hydrolase; 0.04% of 91,000 active; purified human sEH enzymatic activity, activator screen; activation, % at 2 µM; in the data active = activation above about 37%; note: values of inactives mirror those of a sister screen read the other way
Target sequence (P34913 whole entry, looked up): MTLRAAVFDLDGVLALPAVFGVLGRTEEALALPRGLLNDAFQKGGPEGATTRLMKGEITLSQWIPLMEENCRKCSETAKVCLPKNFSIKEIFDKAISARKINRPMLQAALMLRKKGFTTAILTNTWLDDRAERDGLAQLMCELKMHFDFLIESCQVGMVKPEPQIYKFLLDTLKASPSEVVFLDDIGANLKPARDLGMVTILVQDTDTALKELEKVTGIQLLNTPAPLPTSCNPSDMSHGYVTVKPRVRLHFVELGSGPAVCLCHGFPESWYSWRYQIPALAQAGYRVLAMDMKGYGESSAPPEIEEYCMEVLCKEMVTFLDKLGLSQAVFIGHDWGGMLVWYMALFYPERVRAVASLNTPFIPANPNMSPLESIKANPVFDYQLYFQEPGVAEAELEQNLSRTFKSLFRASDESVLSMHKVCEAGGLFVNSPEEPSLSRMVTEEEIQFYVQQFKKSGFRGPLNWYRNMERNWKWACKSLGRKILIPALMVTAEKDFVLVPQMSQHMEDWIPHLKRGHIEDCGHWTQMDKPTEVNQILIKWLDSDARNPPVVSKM
CD11b adhes enh: increases human CD11b/CD18 adhesion to fibrinogen; P05107+P11215; K562 CD11b/CD18 adhesion to fibrinogen, ATPlite luminescence; activation, % at 10 µM; 0.07% of 93,000 active;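 active = 10 µM primary screen giving 50% or more activity, confirmed by 40% or more on retest at that dose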; note: strong numbers were not always called active; reference of the scale not given here
MT1-MMP txn act: MT1-MMP promoter transcription activation; HT1080 MT1-MMP promoter luciferase reporter, luminescence, overnight; stronger effect = higher value; activation factor at 10 µM; 0.16% of 86,000 active; AID 750;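 active = activation factor of at least 2 for MT1-MMP transcription at 10 µM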
sEH inh: inhibitors of human soluble epoxide hydrolase; P34913; recombinant human sEH enzymatic activity assay; inhibition, % at 2 µM; 0.34% of 91,000 active; AID 707; in the data active = inhibition above about 80%; note: values of inactives mirror those of a sister screen read the other way; many of its hits are not listed in these tables
Mac1 fbg inh: blocks human CD11b/CD18 adhesion to fibrinogen; AID 1497; K562 CD11b/CD18 adhesion to fibrinogen, ATPlite luminescence; Mn2+ added to activate the integrin; 0.54% of 93,000 active; P05107+P11215; inhibition, % at 10 µM;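 active = primary inhibition of 50% or more at 10 µM, then 40% or more on retest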; note: some results filed as inactive read as strong as hits
* hit, by the source's call; . = no result given. Only part of the results is shown; count on the stated rates, not on these rows.

sEH act	CD11b adhes enh	MT1-MMP txn act	sEH inh	Mac1 fbg inh	mol
10	.	1.1	-7	.	CCC(C)NC(=O)C1c2cc(OC)c(OC)cc2C(=O)N(C)C1c1ccc(OC)cc1 (stereo not given)
-3	.	1	3	.	C=C(C)Cn1c(CCCNC(=O)CC)nc2ccccc21
0	.	1.1	2	.	CCOC(=O)N1CCN(c2c(-c3ccccc3)c3cc(Cl)ccc3[nH]c2=O)CC1
11	.	1	-11	.	CSc1nc(N)nc(SCC(=O)C23CC4CC(CC(C4)C2)C3)c1C#N
1	.	1.2	2	.	CCOC(=O)c1cc(-c2nnc(-c3cc(OC)c(OC)c(OC)c3)o2)c(C)nc1C
7	.	1	-10	.	Cc1cc(C)n(-c2nc3ccccc3[nH]c2=O)n1
5	.	1.3	-4	.	CCN(CC)C(=O)c1cc(-c2ccccc2OC)on1
5	.	1.1	-2	.	Cc1ccc(Cn2nnc(C(=O)Nc3cc(C)ccc3C)c2N)cc1
-4	.	1.1	4	.	O=C(Nc1ccc(Cl)c(Cl)c1)N1CCC(N2CCCCC2)CC1
15	.	1.2	-12	.	CC12CC(NC(=O)N1CCc1ccccc1)c1cc(Cl)ccc1O2 (stereo not given)
-7	.	1.1	7	.	Cc1nn(CCO)c2c1C(=O)CCC2
7	.	1	-7	.	C=CCN1C(=O)C(CC(=O)NCC)SC1=Nc1ccc(S(N)(=O)=O)cc1 (stereo not given)
-5	.	1.2	7	.	C=CCNC(=O)c1cccc(Br)c1
-13	.	1	14	.	COCCNC(=O)CN(c1ccc(OC)c(OC)c1)S(=O)(=O)c1ccc(C)cc1
23	.	1.2	-24	.	CCOC(=O)c1[nH]c2cc3c(cc2c1NC(=O)CN1CCC2(CC1)OCCO2)OCO3
-3	.	1.1	2	.	COC(=O)CN(c1ccc(C)cc1)S(=O)(=O)c1ccc2c(c1)n(C)c(=O)c(=O)n2C

One compound at a time, as listed above. Order of screens: sEH act	CD11b adhes enh	MT1-MMP txn act	sEH inh	Mac1 fbg inh
`C=CCNC(=O)c1cccc(Br)c1` is listed as -5	.	1.2	7	.
`C=CCN1C(=O)C(CC(=O)NCC)SC1=Nc1ccc(S(N)(=O)=O)cc1` (stereo not given) is listed as 7	.	1	-7	.

More compounds follow.
sEH act	CD11b adhes enh	MT1-MMP txn act	sEH inh	Mac1 fbg inh	mol
.	-4	.	.	12	CC(C)OP(=O)(OC(C)C)C(Nc1ccccc1)c1cccc2c1OCO2 (stereo not given)
.	-2	.	.	-17	CCOC(=O)c1c(NC(=O)c2ccc(Cl)cc2)csc1C
.	37	.	.	7	COc1ccc(Cc2nc3c4c(ncn3n2)Oc2c(ccc3ccccc23)C4c2ccc(OC)c(OC)c2)cc1 (stereo not given)
.	-6	.	.	35	CCn1c(SCC(=O)N/N=C/c2cc(OC)c(O)c(OC)c2)nc2ccccc21
.	16	.	.	3	CCC(C)[C@H](NC(=O)N1CCN(C)CC1)C(=O)OC (stereo not given in full)
.	1	.	.	7	COc1ccc(OC)c(NC(=O)C(=O)NNC(=O)c2cccs2)c1
.	14	.	.	3	COc1cc2c(cc1NC(=S)NC(=O)c1c(OC)cccc1OC)oc1ccccc12
.	23	.	.	5	CC(/C=N\NC(=O)CN1CCN(S(=O)(=O)c2ccc(C)cc2)CC1)=C\c1ccccc1
.	1	.	.	-9	COc1ccc(/C=C2\C(=O)N(Cc3ccc(F)cc3)CC(=O)N2Cc2ccccc2)cc1
.	-6	.	.	6	CCOc1ccccc1NC(=S)Nc1ncccc1C
.	1	.	.	20	CC(NC(=O)CCCCCCN1C(=O)c2ccccc2C1=O)c1ccc2c(c1)CCCC2 (stereo not given)
.	2	.	.	6	Cn1c(CCCOc2ccc(Cl)cc2Cl)nnc1SCC(=O)Nc1cccc(F)c1
.	-3	.	.	7	CN(C)CCCSc1nc(-c2ccccc2)nc2c1CCC2
.	-1	.	.	2	C(=C\c1nc(-c2ccccc2)no1)/c1ccccc1
.	-9	.	.	93	O=C(/C=C/c1ccc(Cl)cc1Cl)Nc1ccc(CN2CCOCC2)cc1
.	8	.	.	-2	O=[n+]1c2c(n([O-])c3cc(Br)ccc31)CCCC2
.	3	.	.	4	CCC(=O)N1N=C(c2ccc(C)o2)CC1c1ccc(Br)cc1 (stereo not given)
.	-6	.	.	-5	Oc1ccccc1C=Nc1ccccc1-c1nc2ccccc2[nH]1
.	5	.	.	-12	O=C(COc1ccc(Cl)cc1)OCC(=O)N1CCCc2ccccc21
.	1	.	.	5	CSC(=S)N/N=C/c1c[nH]c2ccccc12
.	8	.	.	-2	CCC1CCc2c(sc(NC(=O)C3c4ccccc4Oc4ccccc43)c2C(N)=O)C1 (stereo not given)
.	-6	.	.	4	Cc1ccc(NC(=O)CSc2nsc(SCC(=O)Nc3ccc(C)cc3C)c2C#N)c(C)c1
.	-4	.	.	8	COC(=O)c1cc(OC)c(OC)cc1NC(=S)Nc1cc(Cl)ccc1OC
.	-4	.	.	10	COc1ccc(/C=N/NC(=O)/C(=C/c2ccccc2)CCO)cc1
.	0	.	.	-17	Cc1ccc(-n2nc(CC#N)c(C#N)c2N)cc1Cl
.	-4	.	.	16	O=c1cc(NS(=O)(=O)c2ccccc2)nc(SCc2ccccc2Cl)[nH]1
.	76	.	.	-6	CCOC(=O)c1c(NC(=O)C2=C(C)NC(=S)NC2c2ccc(F)cc2F)sc(C)c1C (stereo not given)
.	-4	.	.	-5	COc1cc(CNC(C)(C)C)cc(Br)c1OCc1cccs1
.	-4	.	.	93	O=C(OCCN1C(=O)c2cccc3c(N4CCOCC4)ccc(c23)C1=O)c1cccc(Cl)c1
.	3	.	.	-3	COc1ccc2[nH]cc(CCCN3C(=O)c4ccccc4C3=O)c2c1
.	0	.	.	-7	CCCN(CC(=O)Nc1ccc(C(N)=O)cc1)CC(=O)Nc1ccc(Cl)cc1Cl
.	22	.	.	-2	C#CCOC(=O)/C(=C/c1ccc(F)cc1)NC(C)=O
.	52	.	.	16	CCOc1ccc(-c2nnc3ccc(SCC(=O)Nc4nc5ccc(C)cc5s4)nn23)cc1
.	1	.	.	62	O=[N+]([O-])c1cc(C(F)(F)F)ccc1NCCc1c[nH]c2ccccc12
.	-5	.	.	2	COc1cc([N+](=O)[O-])ccc1NC(=O)C[n+]1ccccc1
.	15	.	.	-13	COc1cc(/C=N/NC(=O)CCc2n[nH]c(=O)[nH]c2=O)ccc1O
.	-3	.	.	1	CCn1c2ccccc2c2cc(NC(=O)c3cccc(OC)c3OC)ccc21
.	2	.	.	-5	NNc1nccc(Nc2ccccc2C(=O)O)n1
.	-2	.	.	-28	C/C(=N/OCO/N=C(\C)c1ccccc1)c1ccccc1
.	5	.	.	-4	O=C(COCC(=O)N/N=C/c1ccccc1F)N/N=C/c1ccccc1F
.	-5	.	.	11	O=C(COc1ccccc1-c1ccccc1)NCCN1C(=O)S/C(=C\c2cccnc2)C1=O
.	31	.	.	14	O=C1C2C3C=CC(c4ccccc4)(C2C(=O)N1c1cccc(Cl)c1)C1C(=O)N(c2cccc(Cl)c2)C(=O)C31 (stereo not given)
.	5	.	.	0	CCc1ccc(C(=O)NC(=S)Nc2ccc3c(c2)OCCO3)cc1
.	55	.	.	2	Cc1cccc(NC(=O)CSc2nc3nc4c(cc3c(=O)n2-c2ccccc2)CCCC4)c1
.	-2	.	.	0	C=CCN(CC=C)C(=S)NCCc1ccc(OC)c(OC)c1
.	27	.	.	6	Cc1cccn2c(=O)c(/C=C(\C#N)S(=O)(=O)c3ccccc3)c(Oc3ccc(Cl)cc3)nc12
.	-2	.	.	2	O=C(CN1C(=O)CCC1=O)Nc1nc(-c2ccc(Oc3ccccc3)cc2)cs1
.	-1	.	.	6	CC(OC(=O)c1ccccc1NS(=O)(=O)c1cccc(C(F)(F)F)c1)C(=O)N(C)Cc1ccccc1 (stereo not given)
.	0	.	.	4	CCc1ccccc1NC(=S)NC1CC2CCCC(C1)N2Cc1cccs1 (stereo not given)
.	3	.	.	-3	CCC1CCCCN1C(=S)Nc1ccc(OC(F)F)cc1 (stereo not given)
.	7	.	.	7	CC(/C=N/N1CCN(c2ccccn2)CC1)=C\c1ccccc1
.	-14	.	.	90	COC(=O)c1ccc(COc2cccc3c2CCN(Cc2ccccc2)C3=O)o1
.	0	.	.	9	CCC1CCC2(CC1)NC(=O)N(CC(=O)c1c(C)[nH]c3ccccc13)C2=O (stereo not given)
.	8	.	.	-19	CCOC(=O)N1CCN(C(=S)Nc2cccc(C)c2C)CC1
.	-2	.	.	1	CC1=C(C(=O)OCC(C)C)C(c2cccs2)NC(=S)N1 (stereo not given)
.	6	.	.	22	COc1cc(OC)c(-c2c3cc(O)c(=O)cc-3oc3cc(O)c(O)cc23)cc1OC

(list continues)
sEH act	CD11b adhes enh	MT1-MMP txn act	sEH inh	Mac1 fbg inh	mol
.	31	.	.	13	O=[N+]([O-])c1ccc(/C=N/NC(=S)Nc2ccccc2)o1
.	0	.	.	27	Cc1nn(-c2ccccc2)c(N)c1Sc1ccc([N+](=O)[O-])cc1
.	3	.	.	6	O=C1CC(c2ccccc2)Sc2nc(-c3ccccc3)c(-c3ccccc3)n21 (stereo not given)
.	0	.	.	15	Cc1c(N=C(N)/N=C(\N)Nc2ccccc2)c(=O)n(-c2ccccc2)n1C
.	-2	.	.	2	COc1cc(/C=C2\N=C(c3ccccc3)OC2=O)ccc1OCc1c(C)no[n+]1[O-]
.	2	.	.	-7	CCOC(=O)c1ccc(N2CN(CCc3ccccc3)CNC2=S)cc1
.	0	.	.	41	CCC(C)c1ccc(NC(=S)Nc2ccc(OC)cc2)cc1 (stereo not given)
.	-3	.	.	4	COc1cccc(/C=N/NC(=O)c2ccc(=O)n(C)c2)c1OC
.	5	.	.	-11	Cc1ccc(OCC(=O)N/N=C\c2c(C)[nH]n(-c3ccccc3)c2=O)c([N+](=O)[O-])c1
.	13	.	.	34	O=c1c2cnn(-c3ccccc3)c2nc(-c2cccs2)n1-c1cccc(Cl)c1
.	-1	.	.	-7	CCCOc1ccc(CC2CCC(=O)NC2=O)cc1 (stereo not given)
.	-4	.	.	3	Cc1cc(C(=O)NCC(=O)OCC(=O)N(C(C)C)C(C)C)ccc1[N+](=O)[O-]
.	1	.	.	9	CN(C)C(C)(C)C#CCC(c1ccccc1)c1ccccc1
.	-1	.	.	-3	C/C(=N\NC(=O)c1ccccc1)c1ccc(-n2ccnc2)cc1
.	5	.	.	1	CC1CCC(C(C)C)C(OC(=O)COC(=O)c2ccc(N)cc2)C1 (stereo not given)
.	4	.	.	28	Cc1ccc(N/N=C(\Cc2nc3ccccc3[nH]2)c2ccccc2)cc1

Some of the entries above in another layout:
O=c1c2cnn(-c3ccccc3)c2nc(-c2cccs2)n1-c1cccc(Cl)c1
  sEH act = .; CD11b adhes enh = 13; MT1-MMP txn act = .; sEH inh = .; Mac1 fbg inh = 34

CCCOc1ccc(CC2CCC(=O)NC2=O)cc1 (stereo not given)
  sEH act = .; CD11b adhes enh = -1; MT1-MMP txn act = .; sEH inh = .; Mac1 fbg inh = -7

Cc1cc(C(=O)NCC(=O)OCC(=O)N(C(C)C)C(C)C)ccc1[N+](=O)[O-]
  sEH act = .; CD11b adhes enh = -4; MT1-MMP txn act = .; sEH inh = .; Mac1 fbg inh = 3

CN(C)C(C)(C)C#CCC(c1ccccc1)c1ccccc1
  sEH act = .; CD11b adhes enh = 1; MT1-MMP txn act = .; sEH inh = .; Mac1 fbg inh = 9

(next part)
sEH act	CD11b adhes enh	MT1-MMP txn act	sEH inh	Mac1 fbg inh	mol
.	0	.	.	0	O=C(CN(C(=O)c1ccc(Cl)cc1)C1CCCCC1)Nc1ccc(Cl)c([N+](=O)[O-])c1
.	6	.	.	-15	C=CCNC(=O)COC(=O)c1oc2ccccc2c1CSC1CCCCC1
.	4	.	.	-9	Cc1cc(C(=O)NCC(=O)OCC(=O)N2CCCCCC2)ccc1[N+](=O)[O-]
.	-3	.	.	-8	CC(OC(=O)c1cccnc1)C(=O)NCc1ccc2c(c1)OCO2 (stereo not given)
.	-4	.	.	-8	Cc1cccc(NC(=S)NC(C)CCc2ccccc2)c1 (stereo not given)
.	5	.	.	0	Cc1ccc2nc(-c3ccc(N4C(=N)SC5CS(=O)(=O)CC54)cc3)sc2c1 (stereo not given)
.	-3	.	.	0	O=C(NCCc1ccccn1)c1cc(-c2cccc3ccccc23)nc2ccccc12
.	4	.	.	15	CCOC(=O)c1sc(=S)n(C)c1NC(=O)c1ccccc1C
.	1	.	.	8	NS(=O)(=O)c1cccc(NC(=O)COC(=O)c2cc(-c3ccc(Cl)cc3)nc3ccccc23)c1
.	-3	.	.	20	CCOC(=O)C(=NC1CCCCC1)NNc1cccc(C(F)(F)F)c1
.	-5	.	.	26	Cc1ccc(S(=O)(=O)Nc2ccccc2/C=N/c2nc3ccccc3n2C)cc1
.	-3	.	.	25	CN(C)c1ccc(S(=O)(=O)NCC(=O)OCC(=O)Nc2cc(Cl)cc(Cl)c2)cc1[N+](=O)[O-]
.	-1	.	.	-5	CC(C)c1ccc(NC(=S)NN2CCOCC2)cc1
.	10	.	.	6	S=c1[nH]nc(COc2ccccc2)n1/N=C/C=C/c1ccccc1
.	-2	.	.	0	CCOP(=O)(OCC)C(NC(=O)Nc1ccccc1)c1ccccc1 (stereo not given)
.	55	.	.	10	COc1cc(/C=C2/SC(N)=NC2=O)ccc1Oc1ccc([N+](=O)[O-])cc1[N+](=O)[O-]
.	2	.	.	16	O=C(CCCN1C(=O)/C(=C/c2ccccc2Cl)SC1=S)Nc1ccccn1

Screening results: PubChem BioAssay, several laboratories
